Rin1 Abl inh: blocks binding of human Rin1 to Abl; inhibition, % at 7.35 µM; P00519+Q13671; TR-FRET Rin1/Abl binding, biochemical; hit rate 0.4% among 360,000; AID 588664; in the data active = inhibition above about 5%, passing the limit was not always enough
CSN deneddyl inh: inhibitors of human CSN-mediated cullin deneddylation. Q92905. Purified CSN, SCF-Nedd8-OG deneddylation, fluorescence polarization. inhibition, % at 12.5 µM. hit rate 0.38% among 360,000. AID 651999;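 active = pattern-corrected inhibition above about 35%, with an unprinted fluorescence ratio check between 0.5 and 1.5, limit read from the data, passing the limit was not always enough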;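 note: 0% = enzyme with substrate and 100% = substrate without enzyme; some results filed as inactive read as strong as hits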
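Assay system: HEK293T-derived human Csn5 enzyme; quantity: 0.24 nM enzyme; medium: Tris/NaCl/DTT buffer, pH 7.5; also added: substrate SCFSkp2-Nedd8OG, 10 nM; doses: 12.5 µM compound; schedule: 90 min reaction at room temperature; signal: FP; read-out: % inhibition of substrate cleavage by Csn5; benchmarks: substrate-only high control, full reaction low control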
Rpn11 inh: Rpn11 (human) deubiquitinase inhibition; O00487; human 26S proteasome, Ub4-pepOG fluorescence polarization; 20S core pre-blocked with epoxomicin; calls only at 20 µM; hit rate 0.59% among 360,000;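 active = inhibition at 20 µM, scaled to each plate's controls, above about 33%, limit read from the data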
DNMT1 inh: DNMT1 (human) enzyme inhibition; DNMT1 molecular beacon, Hinp1I cleavage, fluorescence; hit rate 0.83% among 360,000; AID 588458; inhibition (reported as % activation of signal), % at 10 µM; in the data active = inhibition above about 50%
SUMO1 PPI mod: SUMO1-SIM interaction modulation; inhibition, % at 20 µM; P63165; hit rate 0.33% among 360,000; SUMO1 binding to a labelled peptide, TR-FRET, 1 h; in the data active = inhibition above about 37%
Target sequence (P63165 whole entry, looked up): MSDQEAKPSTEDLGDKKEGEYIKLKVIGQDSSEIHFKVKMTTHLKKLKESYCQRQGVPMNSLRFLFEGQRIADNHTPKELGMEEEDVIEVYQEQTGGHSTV
Neddyl block: cullin neddylation inhibition. AID 651699. calls only at 25 µM. P61081+Q13564. hit rate 0.58% among 360,000. TR-FRET cullin neddylation, biochemical; in the data active = inhibition above about 36%
Target sequence (P61081 whole entry, looked up): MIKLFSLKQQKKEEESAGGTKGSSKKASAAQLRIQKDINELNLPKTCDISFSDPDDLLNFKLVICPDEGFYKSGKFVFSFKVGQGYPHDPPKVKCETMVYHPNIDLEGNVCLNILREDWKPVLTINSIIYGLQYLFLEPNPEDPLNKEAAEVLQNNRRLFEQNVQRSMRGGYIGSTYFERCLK
Target sequence (Q13564 whole entry, looked up): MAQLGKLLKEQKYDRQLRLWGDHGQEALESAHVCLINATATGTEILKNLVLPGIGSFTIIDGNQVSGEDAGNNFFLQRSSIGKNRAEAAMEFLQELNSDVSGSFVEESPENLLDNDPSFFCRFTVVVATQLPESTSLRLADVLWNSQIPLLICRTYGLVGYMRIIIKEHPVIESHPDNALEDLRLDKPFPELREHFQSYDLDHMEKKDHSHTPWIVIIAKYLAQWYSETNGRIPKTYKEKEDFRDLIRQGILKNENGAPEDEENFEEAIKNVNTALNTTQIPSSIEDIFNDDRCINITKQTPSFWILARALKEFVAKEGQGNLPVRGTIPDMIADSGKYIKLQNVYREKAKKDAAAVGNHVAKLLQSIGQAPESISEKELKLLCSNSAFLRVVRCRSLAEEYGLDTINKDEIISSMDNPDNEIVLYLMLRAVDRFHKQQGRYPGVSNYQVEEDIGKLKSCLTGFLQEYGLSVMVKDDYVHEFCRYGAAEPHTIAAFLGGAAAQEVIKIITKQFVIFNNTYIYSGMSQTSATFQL
Scp1 inh: inhibitors of human Scp-1 phosphatase; Q9GZU7; Recombinant Scp1, phosphopeptide, malachite green phosphate absorbance; inhibition, % at 20 µM; hit rate 0.88% among 340,000;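 active = inhibition above about 50% at 20 µM, limit read from the data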;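 note: plate controls were DMSO wells with enzyme for no effect and wells lacking enzyme for full effect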
Target sequence (Q9GZU7 76-261 limits assumed): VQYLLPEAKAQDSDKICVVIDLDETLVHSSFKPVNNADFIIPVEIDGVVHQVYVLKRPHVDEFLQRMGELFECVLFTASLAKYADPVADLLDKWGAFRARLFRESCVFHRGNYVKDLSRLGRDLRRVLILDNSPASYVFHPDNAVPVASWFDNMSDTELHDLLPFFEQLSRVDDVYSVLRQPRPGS
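Material: truncated SCP-1 phosphatase (76-261aa) / Buffer or medium: 50 mM Tris acetate pH 5.5, 0.005% Tween-20, 10 mM MgCl2 / Compound dosing: one concentration, 20 µM, with 1.0% DMSO / Incubation: 45 min room-temperature reaction, 5 min colour, 30 min stabiliser / Detection: colorimetric free-phosphate detection, absorbance 630 nm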
STEP block: STEP (human) phosphatase inhibition; P54829; recombinant STEP, OMFP fluorogenic substrate, fluorescence; inhibition, % at 20 µM; hit rate 0.25% among 360,000; AID 588621;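 active = inhibition at 20 µM, scaled per plate between control wells, above about 37%, limit read from the data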;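 note: 0% = DMSO with enzyme and substrate and 100% = substrate only without enzyme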
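Test system: STEP tyrosine phosphatase / Reagent: OMFP at 25 µM / Doses: 20 µM, 1% DMSO / Read-out: percent inhibition scaled to no-enzyme and uninhibited-enzyme controls, plate-pattern corrected / Detection: FITC-channel fluorescence of OMFP product / Medium: Bis-Tris buffer pH 6.0, 2.5 mM DTT, 0.005% Tween 20 / Schedule: 20 min at room temperature, dark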
NadD block: blocks S. aureus nicotinate mononucleotide adenylyltransferase; purified NadD enzyme, colorimetric absorbance read-out; inhibition, % at 20 µM; hit rate 0.78% among 360,000; AID 602399; in the data active = inhibition above about 26%; note: some compounds past the cut are filed as inactive
LMPTP block: LMPTP (human) inhibition | AID 651560 | recombinant LMPTP-A, OMFP fluorogenic substrate, fluorescence intensity | P24666 | hit rate 0.22% among 360,000 | inhibition, % at 20 µM;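 active = compounds that cut the enzyme signal by at least half of the control window in the single-dose screen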;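 note: plate controls were DMSO wells with enzyme plus substrate for no effect and substrate without enzyme for full effect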
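Test system – LMPTP-A enzyme · Amount – LMPTP-A at 0.625 nM final in the reaction · Buffer or medium – Bis-Tris pH 6.0, DTT, detergent · Reagent – OMFP 400 µM · Doses – single 20 µM dose · Schedule – reaction 50 min, room temperature, dark · Detection – fluorescence intensity of OMFP turnover product · Evaluation – percent inhibition versus substrate-only and uninhibited controls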
* = called active by the depositor.

Screening O=C(O/N=C(/c1ccccc1)c1ccncc1)c1ccccc1[N+](=O)[O-] returned Rin1 Abl inh -3, CSN deneddyl inh 3, Rpn11 inh inactive, DNMT1 inh 0, SUMO1 PPI mod -24, Neddyl block inactive, Scp1 inh 2, STEP block 0, NadD block 2 and LMPTP block 0.2.
For CCC(=O)Nc1ccc(C(=O)OCC(=O)c2ccc(C)c([N+](=O)[O-])c2)cc1 the results were Rin1 Abl inh -1, CSN deneddyl inh -1, Rpn11 inh inactive, DNMT1 inh 5, SUMO1 PPI mod -9, Neddyl block inactive, Scp1 inh 3, STEP block 1, NadD block -3 and LMPTP block -0.7.
For O=C(O)c1cccc(N2CCCCS2(=O)=O)c1 the results were Rin1 Abl inh 1, CSN deneddyl inh 9, Rpn11 inh inactive, DNMT1 inh 1, SUMO1 PPI mod -5, Neddyl block inactive, Scp1 inh 1, STEP block 2, NadD block 5 and LMPTP block -1.5.
`COc1cccc2cc(C(C)N(CCCN3CCOCC3)C(=S)Nc3cc(C)ccc3C)oc12` (configuration not stated) gave Rin1 Abl inh -2, CSN deneddyl inh 1, Rpn11 inh inactive, DNMT1 inh 0, SUMO1 PPI mod 5, Neddyl block inactive, Scp1 inh -8, STEP block 4, NadD block -2 and LMPTP block -1.2.
Screening CCN(CC)S(=O)(=O)c1ccc(Cl)c(C(=O)Oc2cccc(-c3cnc4ccccc4n3)c2)c1 returned Rin1 Abl inh -3, CSN deneddyl inh 2, Rpn11 inh inactive, DNMT1 inh -3, SUMO1 PPI mod 2, Neddyl block inactive, Scp1 inh 4, STEP block 1, NadD block -10 and LMPTP block 3.9.
`CCCOc1ccc(N2C(=O)CC(N(CCC)C(=O)CCC(=O)O)C2=O)cc1` (configuration not stated) gave Rin1 Abl inh 0, CSN deneddyl inh 4, Rpn11 inh inactive, DNMT1 inh -1, SUMO1 PPI mod 0, Neddyl block inactive, Scp1 inh -1, STEP block -2, NadD block 1 and LMPTP block -1.0.
`Cc1ccc(-n2c(SCC(=O)Nc3ccc4c(c3)OCO4)nnc2-c2ccoc2C)cc1` gave Rin1 Abl inh 1, CSN deneddyl inh 4, Rpn11 inh inactive, DNMT1 inh -1, SUMO1 PPI mod 2, Neddyl block inactive, Scp1 inh 3, STEP block 2, NadD block 5 and LMPTP block 1.8.
Screening O=C(CC(C(=O)N1CCc2ccccc21)n1ccnc1)NCc1cccnc1 (configuration not stated) returned Rin1 Abl inh 5, CSN deneddyl inh 1, Rpn11 inh inactive, DNMT1 inh 1, SUMO1 PPI mod -3, Neddyl block inactive, Scp1 inh 2, STEP block 0, NadD block 2 and LMPTP block -0.8.
CCCCCC(=O)NNC(=S)NC(=O)c1ccccc1[N+](=O)[O-] was read as Rin1 Abl inh 2, CSN deneddyl inh -1, Rpn11 inh inactive, DNMT1 inh -1, SUMO1 PPI mod -11, Neddyl block inactive, Scp1 inh -9, STEP block -1, NadD block -2 and LMPTP block -0.2.
Screening COc1ccc(N(Cc2cc3ccccc3[nH]c2=O)C(=O)C2CCCO2)cc1 (configuration not stated) returned Rin1 Abl inh -1, CSN deneddyl inh -2, Rpn11 inh inactive, DNMT1 inh 2, SUMO1 PPI mod 0, Neddyl block inactive, Scp1 inh -8, STEP block 1, NadD block 1 and LMPTP block -0.1.
For COCCn1c(N)c(S(=O)(=O)c2cccs2)c2nc3ccccc3nc21 the results were Rin1 Abl inh 3, CSN deneddyl inh 0, Rpn11 inh inactive, DNMT1 inh -15, SUMO1 PPI mod 17, Scp1 inh -6, STEP block -1, NadD block 1 and LMPTP block 0.9.
`O=C(CSc1ccc(Cl)cc1)Nc1ccc(N2CCN(C(=O)c3ccco3)CC2)cc1` gave Rin1 Abl inh -3, CSN deneddyl inh 1, Rpn11 inh inactive, DNMT1 inh -7, SUMO1 PPI mod 2, Neddyl block inactive, Scp1 inh -5, STEP block 2, NadD block 5 and LMPTP block -0.1.
For CC(=O)N1CCc2cc(S(=O)(=O)CCC(=O)NCc3ccc(C)o3)ccc21 the results were Rin1 Abl inh 4, CSN deneddyl inh 1, Rpn11 inh inactive, DNMT1 inh -1, SUMO1 PPI mod -3, Neddyl block inactive, Scp1 inh -3, STEP block -1, NadD block 4 and LMPTP block -0.7.
Screening Cc1c(/C=C/C(=O)c2ccc(C(C)C)cc2)cnn1C returned Rin1 Abl inh 3, CSN deneddyl inh -13, Rpn11 inh inactive, DNMT1 inh 0, SUMO1 PPI mod -18, Neddyl block inactive, Scp1 inh 7, STEP block 2, NadD block -4 and LMPTP block 1.0.
C[C@@H]1CN([C@H](C)CO)S(=O)(=O)c2ccc(Br)cc2O[C@@H]1CN(C)Cc1ccc(C(=O)O)cc1 was read as Rin1 Abl inh -3, CSN deneddyl inh -1, Rpn11 inh inactive, DNMT1 inh 3, SUMO1 PPI mod 3, Neddyl block inactive, STEP block 0, NadD block 0 and LMPTP block -0.5.
For CC(C)(C)NC(=O)C1CCN(S(=O)(=O)c2cccc(C(F)(F)F)c2)CC1 the results were Rin1 Abl inh -5, CSN deneddyl inh 0, Rpn11 inh inactive, DNMT1 inh 0, SUMO1 PPI mod -1, Neddyl block inactive, Scp1 inh -6, STEP block 1, NadD block -1 and LMPTP block 0.0.
`COc1ccc(CC(NC(C)=O)C(=O)NC2CCN(C(=O)c3ccc(OC)c(OC)c3)CC2)cc1OC` (configuration not stated) gave Rin1 Abl inh 0, CSN deneddyl inh -2, Rpn11 inh inactive, DNMT1 inh -4, SUMO1 PPI mod 2, Neddyl block inactive, Scp1 inh -6, STEP block 6, NadD block 2 and LMPTP block -0.4.
`COc1cc(NC(=O)c2csc3c2CCCC3)ncn1` gave Rin1 Abl inh 1, CSN deneddyl inh 1, Rpn11 inh inactive, DNMT1 inh 3, SUMO1 PPI mod -7, Neddyl block inactive, Scp1 inh 1, STEP block 0, NadD block 8 and LMPTP block 1.8.
O=C(Nc1cccc2ccccc12)c1ccc2sc([C@@H]3O[C@H](CO)[C@H](O)[C@H](O)[C@H]3O)nc2c1 was read as Rin1 Abl inh 1, CSN deneddyl inh 1, Rpn11 inh inactive, DNMT1 inh 3, SUMO1 PPI mod -9, Neddyl block inactive, STEP block -5, NadD block -1 and LMPTP block 4.4.
Screening COc1ccc(C(=O)NC(=O)Nc2ncccc2C)cc1 returned Rin1 Abl inh -2, CSN deneddyl inh -3, Rpn11 inh inactive, DNMT1 inh 3, SUMO1 PPI mod -3, Neddyl block inactive, Scp1 inh -11, STEP block -2, NadD block -1 and LMPTP block -0.1.
COc1cccc(OC)c1C(=O)Nc1ccc(N2CCN(C(=O)c3ccco3)CC2)cc1 was read as Rin1 Abl inh 1, CSN deneddyl inh 3, Rpn11 inh inactive, DNMT1 inh 2, SUMO1 PPI mod -1, Neddyl block inactive, Scp1 inh -3, STEP block 2, NadD block 0 and LMPTP block -1.5.
`O=C1CN(C(=O)COC(=O)CCCOc2ccccc2)c2ccccc2N1` gave Rin1 Abl inh 1, CSN deneddyl inh -2, Rpn11 inh inactive, DNMT1 inh 1, SUMO1 PPI mod -1, Neddyl block inactive, Scp1 inh 31, STEP block -2, NadD block 0 and LMPTP block 0.4.
For CS(=O)(=O)N(CC(=O)NCc1ccccc1)c1ccc(Cl)cc1 the results were Rin1 Abl inh 0, CSN deneddyl inh -3, Rpn11 inh inactive, DNMT1 inh -6, SUMO1 PPI mod 0, Neddyl block inactive, Scp1 inh -8, STEP block 1, NadD block -6 and LMPTP block -0.7.
COC(=O)c1ccc(NC(=O)c2ccccc2NS(=O)(=O)c2ccccc2)cc1 was read as Rin1 Abl inh -2, CSN deneddyl inh -1, Rpn11 inh inactive, DNMT1 inh -12, SUMO1 PPI mod 14, Scp1 inh -13, STEP block -2, NadD block -5 and LMPTP block 0.8.
For N#CC1=C(N)N2C(=C(C#N)C13CCN(Cc1ccccc1)CC3)Nc1ccccc12 the results were Rin1 Abl inh 1, CSN deneddyl inh -2, Rpn11 inh inactive, DNMT1 inh -2, SUMO1 PPI mod 4, Neddyl block inactive, Scp1 inh -3, STEP block 13, NadD block -2 and LMPTP block 1.2.
CCN(CC(=O)NC1CCS(=O)(=O)C1)C(=O)C(c1ccccc1)c1ccccc1 (configuration not stated) was read as Rin1 Abl inh 2, CSN deneddyl inh 5, Rpn11 inh inactive, DNMT1 inh 2, SUMO1 PPI mod 2, Neddyl block inactive, Scp1 inh -8, STEP block -1, NadD block 3 and LMPTP block -1.4.
COc1ccc(N2C(=O)C3C(C2=O)C3(c2ccccc2)c2ccccc2)cc1 (configuration not stated) was read as Rin1 Abl inh -1, CSN deneddyl inh -2, Rpn11 inh inactive, DNMT1 inh 0, SUMO1 PPI mod -1, Neddyl block inactive, Scp1 inh -20, STEP block 1, NadD block -5 and LMPTP block 0.8.
For CCOC(=O)C1=C(N)Oc2cc(O)ccc2C1c1ccc(F)cc1F (configuration not stated) the results were Rin1 Abl inh 2, CSN deneddyl inh -5, Rpn11 inh inactive, DNMT1 inh -3, SUMO1 PPI mod 8, Neddyl block inactive, Scp1 inh -11, STEP block -4, NadD block -1 and LMPTP block 2.3.
Cc1ncc(CN2CCC(C(=O)Nc3cccc(-c4cscn4)c3)CC2)cn1 was read as Rin1 Abl inh 2, CSN deneddyl inh 1, Rpn11 inh inactive, DNMT1 inh -1, SUMO1 PPI mod -2, Neddyl block inactive, Scp1 inh -2, STEP block -1, NadD block 2 and LMPTP block 0.5.
CC(=O)Nc1ccc(-c2ccnc3c2CC(C(=O)Nc2cccc(C(F)(F)F)c2)O3)cc1 (configuration not stated) was read as Rin1 Abl inh 3, CSN deneddyl inh -1, Rpn11 inh inactive, DNMT1 inh 4, SUMO1 PPI mod 22, Neddyl block inactive, STEP block -3, NadD block 4 and LMPTP block 2.0.
Screening Cc1ccc(-c2cc(-c3ccc(C)o3)nc(N)c2C#N)cc1 returned Rin1 Abl inh -1, CSN deneddyl inh 1, Rpn11 inh inactive, DNMT1 inh -10, SUMO1 PPI mod -13, Neddyl block inactive, Scp1 inh 12, STEP block 3, NadD block 58* and LMPTP block 0.8.
